High-throughput results as filed in PubChem BioAssay.
UbGFP stabilizer – ubiquitin-GFP accumulation via proteasome inhibition; Ubiquitin-GFP reporter cells, proteasome inhibition, GFP fluorescence; response scale: untreated = 0%, 10 µM MG-132 = 100%; Potency, µM (titrated, usually from 45.9 µM), for the others: at the top dose activation (GFP accumulation), actives largely listed as activators; 67,000 tested, under 10 active; active means well fitted activation curve with a large enough effect, not every such curve was filed as active; inconclusive means small, poorly fitted or top-dose-only effect, or another doubt; inactive means no such curve, though single readings can be large or run the other way; further: potency means the concentration at half of the fitted maximal effect
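U2OS cells expressing ubiquitin(G76V)-GFP, seeded overnight in 0.5% FBS medium, then treated 4 hr at 37 C across 46 uM to 2.9 nM. GFP-positive cells counted by laser cytometry (488 ex/515 em); %activity scaled between basal and 10 uM MG-132.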
HADH2 inh – blocks human hydroxyacyl-CoA dehydrogenase type II | recombinant HADH2, NADH fluorescence, beta-hydroxybutyryl-CoA | hit rate 3.4% among 73,000 | AID 886 | Potency, µM (top dose mostly 57.1 µM), inactives show at the top dose activity change, negative = inhibition, actives largely listed as inhibitors; further: potency means the concentration at half of the fitted maximal effect; on the % scale 0 is the no-effect control and ±100 the full control effect; nearly all actives have a fitted effect of over 60% in size; many of its hits are not listed in these tables
Target sequence (Q99714 whole entry, looked up, one chain of several): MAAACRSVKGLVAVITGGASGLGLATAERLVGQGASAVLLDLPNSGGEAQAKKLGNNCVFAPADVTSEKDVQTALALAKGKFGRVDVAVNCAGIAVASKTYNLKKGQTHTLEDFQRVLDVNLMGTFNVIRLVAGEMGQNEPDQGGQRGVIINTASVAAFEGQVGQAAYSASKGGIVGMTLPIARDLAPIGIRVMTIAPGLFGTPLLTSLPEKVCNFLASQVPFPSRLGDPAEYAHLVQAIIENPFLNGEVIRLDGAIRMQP
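His-tagged recombinant enzyme from E. coli, 20 nM, preincubated 15 min RT with compound; reaction started with 1 mM NAD+ and 90 uM beta-hydroxybutyryl-CoA in 100 mM Tris-HCl pH 9.0. NADH fluorescence (ex 360/em 450) read over 4 min; last-minus-first difference.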
USP2a inhib – inhibitors of human ubiquitin-specific protease USP2a. USP2a enzymatic assay, qHTS inhibition. Potency, µM (series often up to 38.3 µM), without a hit: at the top dose activity change, negative = inhibition, hits mostly inhibitors. hit rate 0.1% among 60,000. AID 927;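 further: potency means the concentration at half of the fitted maximal effect; nearly all actives have a fitted effect of over 60% in size; plate controls were DMSO for no effect and NEM full inhibition control for full effect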
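20 nM USP2 core + cpd, 30 min RT; add 20 nM Ub-PLA2/20 uM NBD C6-HPC; read Ex460/Em535 at 0 h and 2.5 h. Normalized to NEM; qHTS curve fit/classification.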
Hsp90 Hop PPI – changes Hsp90-Hop TPR2A binding signal, up or down. Potency, µM (top dose mostly 57 µM), without a hit: at the top dose activity change, negative = inhibition. AlphaScreen TPR2A-His6 binding biotin-Hsp90 C-terminal peptide. hit rate 0.44% among 71,000. AID 595; active means well fitted curve in either direction with a large enough effect; inconclusive means small, poorly fitted or top-dose-only effect, or another doubt; further: potency means the concentration at half of the fitted maximal effect; on the % scale 0 is the no-effect control and ±100 the full control effect; many of its hits are not listed in these tables
BRCT inh green – BRCA1 BRCT-phosphoprotein interaction inhibition; BRCA1 BRCT-phosphopeptide binding, green fluorescence polarization; Potency, µM (highest dose often 76.9 µM), inactives show top-dose activity change, negative = inhibition, usual class: inhibitors; hit rate 0.05% among 75,000; AID 875;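 further: potency means the concentration at half of the fitted maximal effect; plate controls were peptide without protein for full effect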
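Fluorescence polarization: His-tagged BRCT (~35 kDa BRCA1 C-terminus, 250 nM) bound to 100 nM fluorescein-labeled phosphorylated 10-aa BACH1 peptide, pH 7.3 phosphate buffer with DTT and Tween 20. Compounds incubated 12 min at room temperature; inhibition read as lowered polarization.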
CRE Fsk mod – CRE-bla signaling modulation under forskolin stimulation; CHO CRE-bla reporter (cAMP response element driving beta-lactamase), forskolin EC10, beta-lactamase ratio; hit rate 2.5% among 71,000; Potency, µM (doses to about 38.2 µM), inactives show at the highest dose activity change, negative = inhibition, most hits filed as activators; active means well fitted activation curve with a large enough effect in the signal ratio, with a control signal flat, not every such curve was filed as active; inconclusive means small, poorly fitted or top-dose-only effect, or effect the other way, or a change in a side signal; the % refers to the signal ratio; further: potency means the concentration at half of the fitted maximal effect; % of control where 0% means no effect
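Forskolin analogue NKH 477 at EC10 stimulated CRE-driven beta-lactamase in CHO cells alongside compound dilution series. Beta-lactamase was measured with CCF4, excitation 405 nm, emission ratio 460/530 nm.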
BRCT PPI red – BRCT-phosphoprotein interaction inhibition (red fluorophore); P38398; Potency, µM (series often up to 76.9 µM), inactives show at the top dose activity change, negative = inhibition, hits mostly inhibitors; hit rate 0.03% among 75,000; BRCT-phosphopeptide binding, red fluorescence polarization; AID 892; further: on the % scale 0 is the no-effect control and ±100 the full control effect
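Rhodamine-labelled pBACH1 10-mer (100 nM) bound to BRCT domain (100 nM) at pH 7.3; compounds incubated 12 min room temperature, polarization read. Free peptide defines full inhibition; unlabelled decapeptide titrated as control.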
HBB splice mod – hemoglobin beta splicing modulation | AID 925 | hit rate 0.06% among 65,000 | Potency, µM (highest dose often 46.1 µM), inactives show top-dose activation, hits mostly activators | HBB splicing reporter cell assay, activation; EGFP reporter with mutant IVS2-654 intron; response scale: normalised to 500 nM splice-correcting PNA; further: potency means the concentration at half of the fitted maximal effect; 0% is about no effect
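Compounds were applied for 2 days to HeLa EGFP-654 cells, 500/well in Optimem with 2% FCS. The reporter's EGFP is disrupted by mis-splicing of beta-globin intron IVS2-654. Readout: summed well GFP fluorescence from 488 nm laser scanning; reference was 500 nM antisense […] 654 PNA.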
Pol III holo inh – DNA polymerase III holoenzyme inhibition. reconstituted DNA polymerase III holoenzyme replication, biochemical. Potency, µM (titrated, usually from 57.1 µM), without a hit: at the highest dose activity change, negative = inhibition. hit rate 0.25% among 71,000; further: potency means the concentration at half of the fitted maximal effect; on the % scale 0 is the no-effect control and ±100 the full control effect
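Reconstituted *E. coli* holoenzyme (0.35 nM Pol III, 1 nM beta, 154 nM SSB, 2 nM primase) was preincubated with compound for 15 min at RT. Synthesis on 1.4 nM ssM13Gori ran 35 min, then was stopped with PicoGreen/EDTA and read as dsDNA fluorescence.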
ALOX15 inhib – 15-hLO (ALOX15) enzyme inhibition. P16050. purified 15hLO-1, xylenol orange hydroperoxide absorbance. Potency, µM (series often up to 57.1 µM), for inactives: at the top dose activity change, negative = inhibition, most hits filed as inhibitors. hit rate 1.4% among 74,000; further: potency means the concentration at half of the fitted maximal effect; on the % scale 0 is the no-effect control and ±100 the full control effect; nearly all actives have a fitted effect of over 55% in size
Target sequence (P16050 whole entry, looked up): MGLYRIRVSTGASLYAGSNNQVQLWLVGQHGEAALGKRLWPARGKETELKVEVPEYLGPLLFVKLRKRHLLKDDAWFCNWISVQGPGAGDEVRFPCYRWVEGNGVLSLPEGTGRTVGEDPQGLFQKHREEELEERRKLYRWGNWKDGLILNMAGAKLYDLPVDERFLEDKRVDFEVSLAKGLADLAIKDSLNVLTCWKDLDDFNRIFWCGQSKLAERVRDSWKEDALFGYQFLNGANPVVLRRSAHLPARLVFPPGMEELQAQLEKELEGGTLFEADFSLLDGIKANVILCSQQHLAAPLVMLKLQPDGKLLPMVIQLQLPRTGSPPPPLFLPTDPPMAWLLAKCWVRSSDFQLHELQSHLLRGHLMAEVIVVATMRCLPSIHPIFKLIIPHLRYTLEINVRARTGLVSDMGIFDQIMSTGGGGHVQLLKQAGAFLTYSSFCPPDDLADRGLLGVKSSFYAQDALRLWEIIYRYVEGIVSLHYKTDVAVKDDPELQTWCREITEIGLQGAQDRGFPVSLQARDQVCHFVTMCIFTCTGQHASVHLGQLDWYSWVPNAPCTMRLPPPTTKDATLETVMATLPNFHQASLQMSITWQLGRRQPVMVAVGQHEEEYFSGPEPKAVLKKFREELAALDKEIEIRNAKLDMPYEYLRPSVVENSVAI
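Quantitative HTS in 25 mM Hepes pH 7.5 containing 0.01% Triton X-100: human 15hLO-1 at 40 nM, arachidonic acid at 50 uM, 6 min turnover. Product quantified via ferrous oxidation/xylenol orange, 573:405 nm absorbance ratio.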
GFP derepression – derepresses silenced GFP locus in mouse C127i cells | mouse C127i GFP locus derepression, cytometry, 30 h | Potency, µM (series often up to 46.1 µM), without a hit: top-dose GFP derepression (activation) | hit rate 0.09% among 68,000 | AID 597; further: % of control where 0% means no effect
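Read-out is the number of GFP-positive cells, scored as fluorescent objects 20 to 120 um wide, reflecting derepression of a silenced CMV-GFP reporter in murine C127i cells after 30 h compound exposure at 37 C.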
An asterisk follows results filed as active; u = inconclusive; x = no result given; [ ] = remark or other dose. Unless noted, the call rests on the fitted dose curve; in most records, active means well fitted curve in the direction sought with a large enough effect; inconclusive means small, poorly fitted or top-dose-only effect, or another doubt; inactive means no such curve, though single readings can be large; an effect the other way counts as inactive or inconclusive. A portion of the library; the hit share may differ from the screen's.

cpd	Structure	UbGFP stabilizer	HADH2 inh	USP2a inhib	Hsp90 Hop PPI	BRCT inh green	CRE Fsk mod	BRCT PPI red	HBB splice mod	Pol III holo inh	ALOX15 inhib	GFP derepression
1	CCOC(=O)CN1C(=O)C(O)=C(C(C)=O)C1c1ccc(F)cc1 (configuration not stated)	0%	-13%	-10%	-1%	-3.1%	4%	-0.6%	-0.2%[57.5 µM]	-5%	0%	0%
2	C=C(C)Cn1c(Sc2nnc(C)s2)nc2c1c(=O)[nH]c(=O)n2C	0%	9%	-5%	-1%	-0.2%	u	-0.6%	2.2%	-2%	4%	-1%
3	CCC(C)SCc1nc2ccccc2[nH]1 (configuration not stated)	12%	5%	2%	0%	1.3%	-5%	0.0%	0.3%	-2%	7%	-2%
4	C=CC[C@@H]1C=C[C@H](O/N=C(\C)CCN2CCc3nc(CC)c(CC)cc3C2)[C@H](CO)O1	x	19%[11.4 µM]	x	x	-2.5%[15.4 µM]	x	-1.2%[15.4 µM]	0.6%[9.22 µM]	x	22%[11.4 µM]	x
5	COc1ccc(-c2cc(C(F)(F)F)nc(SCC(=O)Nc3cc(C)on3)n2)cc1OC	-1%	x	25%	5%	-0.2%	2µM*	0.4%	1.7%	4%	-18%	-2%
6	CCC(C)(C)n1nnnc1C(c1cc2cc(C)cc(C)c2[nH]c1=O)N1CCCC1 (configuration not stated)	6%	-5%	27%	u	4.5%	6%	-2.2%	x	-6%	-31%	2%
7	COc1cccc(CSCC(=O)O)c1	5%[9.17 µM]	15%[11.4 µM]	x	-1%[11 µM]	0.3%[15.4 µM]	7%[7.6 µM]	1.4%[15.4 µM]	5.8%[9.22 µM]	-10%[11.4 µM]	0%[11.4 µM]	4%[9.22 µM]
8	O=C1c2ccccc2S(=O)(=O)N1Cc1cc(=O)n2ccsc2n1	-3%	10%	-6%	-1%	0.0%	2%	-0.6%	-0.1%[57.5 µM]	-5%	5%	0%
9	CCCC(=O)Nc1ccc(NC(=O)c2ccccn2)cn1	-10%	-6%	-6%	-3%	-0.6%	-1%	-0.8%	0.0%	2%	-3%	2%
10	CC1(C)CC(=O)C(C=NCc2ccc3c(c2)OCO3)=C(O)C1	5%	-8%	1%	-6%	-1.8%	u	-1.3%	-4.2%	6%	14%	-4%
11	CCOC(=O)Cc1csc(NC(=O)c2ccc(S(=O)(=O)N3CCCCC3)cc2)n1	-8%	-7%	27%	0%	0.1%	u	0.4%	-1.8%	3%	-5%	1%
12	CCCC(=O)OC(=O)CCC	x	2%	x	0%	0.4%	-5%	1.2%	-0.1%	0%	3%	x
13	COC(=O)C(C(=O)OC)N1C(=O)CCC1=O	4%	-4%	0%	-3%	-1.7%	-9%	2.7%	-2.1%	-1%	5%	-3%
14	Cc1cc(C)c2c(n1)nn1c(N3CCN(c4ccccn4)CC3)cc(C)nc21	7%	11%	6%	-4%	-4.1%	u	0.4%	3.1%	-4%	9%	0%
15	O=C(C1CCCO1)N1CCN(Cc2nc3ccccc3c(=O)[nH]2)CC1 (configuration not stated)	2%	0%	3%	1%	0.2%	7%	-0.2%	x	-2%	2%	2%
16	Cc1cc(N2CCC(C(=O)NC3CCCCC3)CC2)nc(-c2ccccc2)n1	-3%	1%	16%	1%	-2.0%	-3%	-0.4%	-0.4%[57.5 µM]	-4%	1%	-3%
17	CN1c2ccccc2C(C)(C)C12C=Cc1cc(O)ccc1O2 (configuration not stated)	5%	13µM*	21%	u	5.8%	u	-0.7%	-1.1%[9.22 µM]	-7%	u	u
18	CCCCCc1c(C)nc(Nc2ccc(F)cc2)[nH]c1=O	0%	-4%	5%	-1%	-0.6%	6%	-1.6%	-3.3%[57.5 µM]	-7%	-10%	2%
19	Cc1ccc(C2c3sc(=O)[nH]c3SC3C(=O)NC(=O)C32)cc1 (configuration not stated)	7%	u	0%	-8%	-1.0%	u	-0.9%	-4.4%	-4%	-6%	2%
20	FC(F)(F)c1cc(-c2ccco2)nc(NCc2ccco2)n1	-1%	-19%	-6%	18%	4.4%	19%	-1.7%	-0.9%	-1%	-28%	6%
21	CC(=O)c1cccc(NC(=O)CN2C(=O)COc3ccc(Cl)cc32)c1	14%	16%	20%	-3%	-0.3%	-19%	0.8%	-0.1%	2%	u	2%
22	O=c1[nH]cnc2c1ncn2[C@H]1CC[C@@H](CO)O1	x	-7%	x	3%	-3.0%	-1%	0.5%	0.4%	-1%	0%	x
23	CC(C(=O)O)C1SC(=O)NC1=O (configuration not stated)	-4%	8%	-3%	-4%	0.2%	-2%	0.0%	0.2%	-1%	-1%	0%
24	CC1(C)Cc2ccccc2-c2nnc(SCC(=O)N3CCc4ccccc43)n21	-6%	17%	x	0%	-1.2%	-4%	-1.5%	-0.4%[57.5 µM]	-9%	-6%	4%
25	c1cnc(N2CCN(c3nc4ccccc4n4cnnc34)CC2)nc1	7%	u	14%	-2%	-1.2%	2.5µM*	-0.9%	-0.4%	-3%	3%	2%
26	O=C(Nc1cccc(F)c1)N1CCC2(CC1)CCN(C(=O)c1cc(C(F)(F)F)cc(C(F)(F)F)c1)CC2	-4%	13%	146%[activator]	-7%	-4.0%	-10%	0.9%	3.7%	-3%	-10%	0%[9.22 µM]
27	CC1CCCN(c2ccc(C(=O)NCC3CCCO3)cn2)C1 (configuration not stated)	3%	12%	-7%	-2%	0.5%	0%	1.7%	x	3%	8%	1%
28	COc1ccc(NC2CC(=O)N(c3cccc(C)c3)C2=O)cc1 (configuration not stated)	-5%	5%	-3%	-5%	-1.8%	12%	0.8%	5.1%	3%	-6%	5%
29	O=c1c2ccccc2nnn1CSc1nnc(-c2cccc(S(=O)(=O)N3CCCCC3)c2)o1	-4%	1%	24%	1%	-1.2%	24%	-2.1%	-0.1%[57.5 µM]	-7%	-1%	3%
30	Cc1noc(/C=C/N(C)C)c1S(=O)(=O)N1CCN(c2ccccc2)CC1	-4%	-18%	x	-8%[2.3 µM]	-1.6%	-7%	0.8%	0.3%	-1%	-9%	x
31	O=C(CCc1nc(-c2ccccc2F)no1)NC1CCN(Cc2ccccc2)CC1	-3%	2%	3%	-4%	0.5%	u	-0.9%	-2.1%	-2%	-6%	-3%
32	Cc1ccc(SCCC(=O)N2CCC(C(N)=O)CC2)cc1	6%	1%	-2%	-1%	-1.3%	-1%	0.2%	x	4%	14%	0%
33	C=C1C(C(=O)N2CCOCC2)C1C(=O)N1CCOCC1 (configuration not stated)	0%	-5%	-6%	1%	-2.8%	-2%	0.5%	0.0%[57.5 µM]	-6%	1%	4%
34	NCCCSC1=NCCCN1	-4%	4%	-4%	-3%	0.3%	-4%	-0.8%	x	-3%	20%	-2%

Among those listed so far, these have a COOH group:
cpd	Structure	UbGFP stabilizer	HADH2 inh	USP2a inhib	Hsp90 Hop PPI	BRCT inh green	CRE Fsk mod	BRCT PPI red	HBB splice mod	Pol III holo inh	ALOX15 inhib	GFP derepression
7	COc1cccc(CSCC(=O)O)c1	5%[9.17 µM]	15%[11.4 µM]	x	-1%[11 µM]	0.3%[15.4 µM]	7%[7.6 µM]	1.4%[15.4 µM]	5.8%[9.22 µM]	-10%[11.4 µM]	0%[11.4 µM]	4%[9.22 µM]
23	CC(C(=O)O)C1SC(=O)NC1=O (configuration not stated)	-4%	8%	-3%	-4%	0.2%	-2%	0.0%	0.2%	-1%	-1%	0%

2 records drawn at random from the list so far, as already listed:
cpd	Structure	UbGFP stabilizer	HADH2 inh	USP2a inhib	Hsp90 Hop PPI	BRCT inh green	CRE Fsk mod	BRCT PPI red	HBB splice mod	Pol III holo inh	ALOX15 inhib	GFP derepression
1	CCOC(=O)CN1C(=O)C(O)=C(C(C)=O)C1c1ccc(F)cc1 (configuration not stated)	0%	-13%	-10%	-1%	-3.1%	4%	-0.6%	-0.2%[57.5 µM]	-5%	0%	0%
28	COc1ccc(NC2CC(=O)N(c3cccc(C)c3)C2=O)cc1 (configuration not stated)	-5%	5%	-3%	-5%	-1.8%	12%	0.8%	5.1%	3%	-6%	5%
